Assay outcomes: PubChem BioAssay, several laboratories
PLK1 PBD inh = inhibitors of human Plk1 polo box domain binding. P53350. Plk1 PBD phosphopeptide binding, fluorescence polarization. inhibition, %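 (tested at about 20 µM)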. hit rate 0.13% among 97,000; in the data active = inhibition above about 34%, passing the limit was not always enough
ERb coact inh = blocks coactivator binding to human estrogen receptor beta. AID 633. Q92731. hit rate 1.3% among 86,000. TR-FRET ER-beta LBD / SRC1-Cy5 peptide binding; receptor agonist-loaded with 1 µM estradiol. inhibition, % at 25.6 µM;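 active = compounds whose percent inhibition of the receptor-coactivator binding signal exceeds about 50% in the single-dose screen, limit read from the data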;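 note: 0% = receptor plus peptide wells without compound and 100% = peptide-only wells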
ERa coact inh = ER-alpha (human) coactivator binding inhibition; P03372; TR-FRET ER-alpha LBD / SRC-1 peptide, estradiol-bound; AID 629; inhibition, % at 25.6 µM; hit rate 1.7% among 86,000; in the data active = inhibition above about 50%;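 note: 0% = receptor plus peptide control and 100% = peptide only without receptor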
Target sequence (P03372 whole entry, looked up, the tested form may be a part): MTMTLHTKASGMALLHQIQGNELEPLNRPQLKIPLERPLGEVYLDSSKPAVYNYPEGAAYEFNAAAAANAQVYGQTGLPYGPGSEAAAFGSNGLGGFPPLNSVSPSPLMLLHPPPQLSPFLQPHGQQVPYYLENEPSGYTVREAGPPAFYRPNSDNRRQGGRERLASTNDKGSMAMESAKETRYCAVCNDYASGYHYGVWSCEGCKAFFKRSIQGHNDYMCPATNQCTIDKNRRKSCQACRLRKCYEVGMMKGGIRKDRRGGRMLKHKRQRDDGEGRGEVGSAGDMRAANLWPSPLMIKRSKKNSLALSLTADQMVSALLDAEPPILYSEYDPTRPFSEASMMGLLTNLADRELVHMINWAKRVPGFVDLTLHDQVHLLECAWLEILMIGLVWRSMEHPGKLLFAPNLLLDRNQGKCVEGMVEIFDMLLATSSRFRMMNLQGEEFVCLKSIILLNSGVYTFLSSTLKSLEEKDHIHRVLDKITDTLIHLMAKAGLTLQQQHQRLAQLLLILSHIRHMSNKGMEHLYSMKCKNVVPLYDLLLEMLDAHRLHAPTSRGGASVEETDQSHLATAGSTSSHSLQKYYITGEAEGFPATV
ERa coact pot = enhances coactivator binding to human estrogen receptor alpha | TR-FRET ERalpha-LBD/SRC-Cy5 coactivator binding, 2 h; 100 = basal binding, no effect | coactivator binding (% of control), % at 25.6 µM | hit rate 1.3% among 86,000; in the data active = activity above about 200%;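 note: binding measured in presence of low estradiol as agonist stimulus; 0% = peptide alone without receptor and 100% = receptor with peptide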
FAK blocker = blocks human focal adhesion kinase activity. hit rate 0.84% among 97,000. biochemical FAK kinase activity assay. inhibition, %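 (tested at 7 µM)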. AID 727; in the data active = inhibition above about 19%;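 note: 0% = DMSO and 100% = reference compound high control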
CD11b adhes enh = increases human CD11b/CD18 adhesion to fibrinogen. hit rate 0.07% among 93,000. K562 CD11b/CD18 adhesion to fibrinogen, ATPlite luminescence. activation, % at 10 µM. P05107+P11215;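 active = 10 µM primary screen giving 50% or more activity, confirmed by 40% or more on retest at that dose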; note: strong numbers were not always called active
Rev-RRE block = inhibitors of HIV-1 Rev-RRE RNA interaction | P05866 | Rev peptide-RRE RNA binding, FRET | inhibition, % at 8 µM | hit rate 0.79% among 97,000 | AID 704;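 active = inhibition above the screen-wide mean plus 3 SD, cut at about 35% in these data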;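 note: 0% = median DMSO wells and 100% = median Neomycin B control wells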
Target sequence (P05866 whole entry, looked up): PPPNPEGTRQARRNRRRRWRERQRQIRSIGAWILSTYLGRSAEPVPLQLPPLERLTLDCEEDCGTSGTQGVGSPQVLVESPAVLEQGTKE
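Test system – labelled RRE RNA duplex and labelled Rev peptide · Reagent – labelled Rev peptide · Doses – one concentration, 8 µM nominal · Incubation – 5 + 15 min at 25 °C · Signal – FRET fluorescence readout · Read-out basis – % inhibition of FRET ratio versus controls · Control set – DMSO wells as 0% and neomycin B wells as 100% inhibition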
PLK1 inh = PLK1 (human) kinase inhibition; AID 619; P53350; inhibition, % at 10 µM; recombinant PLK1 kinase, TR-FRET peptide phosphorylation; hit rate 0.53% among 97,000;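 active = inhibition of 50% or more in the single-concentration screen; inactive = inhibition below 50%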;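 note: 0% = DMSO max control and 100% = H-89 dihydrochloride min control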
Mac1 fbg inh = inhibitors of human CD11b/CD18 binding to fibrinogen; P05107+P11215; K562 CD11b/CD18 adhesion to fibrinogen, ATPlite luminescence; Mn2+ added to activate the integrin; hit rate 0.54% among 93,000; inhibition, % at 10 µM;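 active = primary inhibition of 50% or more at 10 µM, then 40% or more on retest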; note: some results filed as inactive read as strong as hits
Starred values were filed as active, the others as inactive; nt = no result given; [ ] = remark or other dose.

Structure	PLK1 PBD inh	ERb coact inh	ERa coact inh	ERa coact pot	FAK blocker	CD11b adhes enh	Rev-RRE block	PLK1 inh	Mac1 fbg inh
Cc1nc2ccccc2c2nc(N)nn12	1	-7[fluorescence artefact?]	-2	104	1	nt	12	-1	nt
Cc1ccc(S(=O)(=O)N2CCOCC2)cc1C(=O)Nc1ccc(-c2cn3ccsc3n2)cc1	nt	-8	3	107	nt	-5	nt	nt	14
Cc1ccc(C(=O)NCC(=O)O)cc1S(=O)(=O)N1CCCCC1	nt	7[fluorescence artefact?]	4	139[fluorescence artefact?]	nt	-1	nt	nt	3
Cc1ccc(SCc2nc3ccccc3n2CC(=O)Nc2ccccc2)cc1	3	nt	nt	nt	-3	8	4	-6	-5
COc1ccc(C2/C(=C(/O)c3ccccc3)C(=O)C(=O)N2CC(C)O)c(OC)c1 (stereo not drawn)	1	2	-2	112	2	nt	5	-8	nt
CCNS(=O)(=O)c1ccc(NC(=O)c2ccccc2OCC)cc1	14	-8	-9	103	7	-1	1	-10	1
Cn1c(CN2CCCCC2)nc2cc(NC(=O)c3cccs3)ccc21	-2	7	-2	107	-2	-1	5	-15	-8
O=C(Nc1ccncc1)C1CC1c1ccccc1 (stereo not drawn)	8	-11	1	117	1	-2	3	2	11
CN(C)CCCNC(=O)c1ccccn1	-5	-11	-7	112	0	-7	13	-8	-4
O=C1c2cnc3nc(SCc4ccc(Cl)cc4)nn3c2CC2c3ccccc3CCN12 (stereo not drawn)	13	nt	nt	nt	2	1	0	-9	5
O=C(Nc1ccccc1O)c1cc(S(=O)(=O)N2CCOCC2)c(Cl)cc1Cl	7	-5	-8	103[fluorescence artefact?]	-2	-4	1	-14	2
CC1(C)Oc2ccc3ccc(=O)oc3c2-c2cn[nH]c21	10	-4	-6	113	24*	-1	2	-6	-11
CCOc1cc(-c2noc(CCCC(N)=O)n2)cc(Br)c1OC	nt	19[fluorescence artefact?]	5	94	nt	-3	nt	nt	0
O=C(NCCN1CCCCC1)c1ccc(=O)oc1	-4	-5	-6[fluorescence artefact?]	102	-2	-2	2	-5	3
COc1cccc(NC(=O)COc2ccccc2C(N)=O)c1	-38	-15	-3	91	2	-2	7	-10	0
O=C(CSc1nnc(CCc2ccccc2)n1-c1ccc(Cl)cc1)NCc1ccccc1	-12	-1[fluorescence artefact?]	4	91	1	0	7	2	0
COC(=O)c1ccc(NC(=O)CCN2CCN(CCC(=O)Nc3ccc(C(=O)OC)cc3)CC2)cc1	15	17	28	97	-2	nt	5	-6	nt
CCOc1ccccc1N(CC(=O)NCc1ccc(OC)cc1)S(C)(=O)=O	-20	-6	-1	101	-5	0	2	-9	-1
CCCN1C(=O)C(O)(C2CC(=O)CC(C)(C)O2)c2ccccc21 (stereo not drawn)	-10	-21[fluorescence artefact?]	-22	95	0	0	5	-6	-25
O=C(c1cccs1)N(CC1CCCO1)c1nc(-c2ccccc2)cs1 (stereo not drawn)	7	-3	-8	104	0	1	7	-8	6
CC(=O)NC(CCS(C)(=O)=O)C(=O)Nc1cc(Cl)ccc1Cl (stereo not drawn)	nt	-12[fluorescence artefact?]	-4	107	nt	-1	nt	nt	1
C/C=C/CSc1nc2c(c(=O)[nH]c(=O)n2C)n1C(C)C	12	-14	1	96	5	-5	7	-6	0
Nc1c(C(=O)NCc2ccc3c(c2)OCO3)c2nc3ccccc3nc2n1CCCN1CCOCC1	-6	-10	-15[fluorescence artefact?]	94[fluorescence artefact?]	-4	5	4	0	20
CSc1nnc2n(C)c3c(c(=O)n12)C1(CCCC1)Cc1ccccc1-3	11	-19[fluorescence artefact?]	-21	77	-2	nt	7	5	nt
O=C(NCN1CCc2ccccc2C1)c1cnccn1	-8	0	3	98	3	-1	5	-5	-6

An excerpt of these results, field by field:
canonical_smiles: Cc1ccc(SCc2nc3ccccc3n2CC(=O)Nc2ccccc2)cc1
  PLK1 PBD inh: 3
  ERb coact inh: nt
  ERa coact inh: nt
  ERa coact pot: nt
  FAK blocker: -3
  CD11b adhes enh: 8
  Rev-RRE block: 4
  PLK1 inh: -6
  Mac1 fbg inh: -5
canonical_smiles: COc1ccc(C2/C(=C(/O)c3ccccc3)C(=O)C(=O)N2CC(C)O)c(OC)c1 (stereo not drawn)
  PLK1 PBD inh: 1
  ERb coact inh: 2
  ERa coact inh: -2
  ERa coact pot: 112
  FAK blocker: 2
  CD11b adhes enh: nt
  Rev-RRE block: 5
  PLK1 inh: -8
  Mac1 fbg inh: nt

Further structures
Structure	PLK1 PBD inh	ERb coact inh	ERa coact inh	ERa coact pot	FAK blocker	CD11b adhes enh	Rev-RRE block	PLK1 inh	Mac1 fbg inh
CC(C)(C)OC(=O)N1CCOCCOCCNCCOCCOCC1	-19	-18[fluorescence artefact?]	-26	99[fluorescence artefact?]	-1	nt	1	-12	nt
O=C(NCc1ccco1)C1CCN(S(=O)(=O)c2cccc3cccnc23)CC1	-9	10	0	69[fluorescence artefact?]	nt	-2	nt	0	-2
COCCn1c(SC(C)C(=O)Nc2ccc3c(c2)OCCO3)nc2ccccc2c1=O (stereo not drawn)	-19	-2	-2	116	-2	-1	5	2	2
Cc1cc(C)n(Cc2ccccc2Cl)n1	-19	-14	-13	108[fluorescence artefact?]	0	0	1	-8	3
CS(=O)(=O)N(CC(=O)Nc1cccc(F)c1)Cc1ccccc1	11	13	2[fluorescence artefact?]	97	0	3	-1	-8	-11
O=C(NC(NCc1ccccc1)C(Cl)(Cl)Cl)c1cccnc1 (stereo not drawn)	-7	nt	nt	nt	7	nt	0	-8	nt
CCOC(=O)CN1C(=O)C(=O)c2cc(C)ccc21	-18	-8	-13	106	-7	nt	1	1	nt
Cc1c(C(=O)c2ccc(Cl)c(Cl)c2)cnc2cc3c(cc12)OCO3	-6	4	0	99	3	nt	7	-12	nt
CN(Cc1cccs1)C(=O)CSc1nnnn1C	-13	-12	-7	112	-1	-2	7	-7	-2
Cc1ccc(/C=N/n2cnc3sc4c(c3c2=O)CCCC4)o1	-30	-5	-5	96	-3	-1	3	4	-6
CCOC(=O)c1sc(NS(=O)(=O)c2ccc(NC(C)=O)cc2)nc1C	-13	-11	-13	100	-4	-3	4	-11	2
Cc1cc(C)c(C(=O)COc2cccnc2[N+](=O)[O-])cc1C	-9	89*	55*[fluorescence artefact?]	54[fluorescence artefact?]	10	-2	12	-6	6
Clc1ccc(-c2cn3cccnc3n2)cc1	-10	0[fluorescence artefact?]	5	95	0	-1	4	-12	0
Cc1nnc(N(Cc2ccco2)C(=O)c2ccno2)s1	-7	6	-3	105[fluorescence artefact?]	-2	-1	13	-13	-4
COC(=O)c1ccc(NC(=O)C2CCCN2S(=O)(=O)c2ccc(OC)cc2)cc1 (stereo not drawn)	-8	nt	nt	nt	-1	nt	14	-14	nt
CCCCOc1ccc(/C=C2/Sc3ccccc3C2=O)cc1	-33	nt	nt	nt	-6	-1	20	-19	28
COc1ccc(CNC(=O)c2csnn2)cc1	1	-13	-3	113	-4	-6	2	0	2
Cc1ccc2nc(C3CCN(C(=O)c4ccco4)CC3)[nH]c2c1	-3	2[fluorescence artefact?]	4[fluorescence artefact?]	130	-1	-4	3	4	-18
CCCNC(=O)NC1C(NC(=O)NCCC)N(C)C(=O)N1C (stereo not drawn)	-6	nt	nt	nt	7	1	8	0	-29
COc1ccc(-c2nc(CCNC(=O)c3cccs3)cs2)cc1	-11	-3[fluorescence artefact?]	2[fluorescence artefact?]	105[fluorescence artefact?]	1	-1	7	-10	40
COC(=O)c1cc2c(=O)n3ccccc3nc2n(Cc2cccnc2)c1=N	2	6	-9	105[fluorescence artefact?]	7	nt	11	-4	nt
COCn1c(-c2ccccc2)nc2ccccc21	25	3[fluorescence artefact?]	-3	121	4	-8	4	-10	1
CCN1C(=O)c2cccc3c(S(=O)(=O)NCCc4c[nH]c5ccccc45)ccc1c23	13	nt	nt	nt	0	-2	8	-19	-1
Cn1cccc1Cc1nnc(SCC(=O)Nc2cccc(F)c2)n1-c1ccc(F)cc1	nt	1	-7	106	nt	1	nt	nt	-7
C=CCn1c(SCc2c(C)noc2C)nc2sc3c(c2c1=O)CCCCC3	14	-1	0	132	0	1	-3	-7	12
Fc1ccc(Br)cc1C1C=C(c2ccc(Br)s2)Nc2ncnn21 (stereo not drawn)	nt	-1	-2	111	nt	16	nt	nt	40
COc1ccc(-c2ccc(-c3noc(C4CCCCC4)n3)c(OC)n2)cc1	-32	-9	-2	134	-9	0	10	-1	3
Nc1nncn1C(=O)c1c(Cl)cccc1Cl	-5	-13[fluorescence artefact?]	-12	118	-3	-2	4	7	-7
CCN1CCN(CCNC(=O)c2cn(Cc3ccccc3F)nn2)CC1	14	nt	nt	nt	1	nt	3	-6	nt
O=C(CN(C1CCCCC1)S(=O)(=O)c1ccc(F)cc1)NCc1ccncc1	-6	nt	nt	nt	1	1	0	-5	48
CC1=C(C(=O)Nc2cccc(C)n2)C(c2ccc3c(c2)OCO3)C2=C(CC(c3ccco3)CC2=O)N1 (stereo not drawn)	-13	-4[fluorescence artefact?]	-32[fluorescence artefact?]	127	5	-2	1	-14	1
O=C(NC1CC1)c1ccc(S(=O)(=O)NC2CCCCCC2)cc1	9	-5	-5	125	-2	-1	-6	-4	-1
O=C(CCS(=O)(=O)c1ccc(Br)s1)NCc1cccs1	8	-7	-1	116	6	2	3	-2	-1
CC(OC(=O)C1CCN(S(=O)(=O)c2ccc(Cl)cc2)CC1)C(=O)N1CCc2ccccc21 (stereo not drawn)	8	11	-8	92	-2	1	15	-9	1
CCN1CCCC1CN(Cc1cc2cc(OC)ccc2[nH]c1=O)C(=O)NCc1ccccc1 (stereo not drawn)	-10	2	-3	120	8	-1	10	-11	-9
COc1ccc(-c2nc(CCNS(=O)(=O)c3ccc4c(c3)OCCO4)cs2)cc1	-11	-6	-14	113	-5	-3	6	-2	35
CCOC(=O)C1CN(S(=O)(=O)c2ccc(OC)cc2)c2cc(CC(=O)OC)ccc2O1 (stereo not drawn)	7	nt	nt	nt	-5	-3	3	-7	-18
O=C(NCCN1CCCCC1)c1ccc2c(c1)OCCO2	11	4	-1	104	4	2	7	-5	7
O=C(NCc1ccccn1)c1cc2ccccc2oc1=O	-24	-3	-3	130	5	59	9	-7	-9
COC(=O)c1ccccc1NC(=O)Cn1nc(C(F)(F)F)c2c1CCC2	-5	-3	-8	96	4	-3	17	-4	-6
N#CC1=C(O)C(c2ccccc2)n2c1nc(=O)c1ccccc12 (stereo not drawn)	1	20	0	101	3	-1	14	-14	-8
Cc1nc(CCNC(=O)Cc2ccc(F)cc2)cs1	12	7	0	109	-4	1	0	0	-17
Cc1nc(N)c(C#N)c(-c2ccccc2Cl)c1C	-31	-1[fluorescence artefact?]	6[fluorescence artefact?]	108	-2	-2	4	-7	-8
O=C(CCN1CCc2ccccc2C1)Nc1ccc(F)cc1	-3	0	-3	115[fluorescence artefact?]	-6	nt	-1	-6	nt
Cc1nc2ccc(NC(=O)C3CCN(S(=O)(=O)c4cccs4)CC3)cc2s1	14	-6	0	112	3	-3	9	53*	1
CCCCN1c2cc(C)c(O)cc2C(C(=O)OCC)C1C (stereo not drawn)	11	-3	2	128	5	-2	6	2	-8
COc1ccccc1-n1c(SCC(=O)Nc2ccccc2F)nc2[nH]ncc2c1=O	-39	2	0	112	5	-2	3	-2	-4
O=C(Cc1cccs1)NNC(=S)NCc1ccc(Cl)cc1	-16	nt	nt	nt	0	-3	5	-7	1
CCCCn1c(SC(C)C(=O)c2ccc(OC)cc2)nc2cc(S(N)(=O)=O)ccc21 (stereo not drawn)	10	-7	-1	88	1	nt	12	-3	nt
